# NCI-60 one-dose screen, 48 h, at 10 µM unless noted. Numbers give growth in % (100 = growth as untreated, 0 = no growth, -100 = all killed).
# A549/ATCC: A549/ATCC NSCLC. 81,000 tested, 3.7% active
# LOX IMVI: LOX IMVI melanoma; 79,000 tested, 7.4% active; AID 1794757
# EKVX: EKVX NSCLC | 71,000 tested, 3% active | AID 1794765
# HOP-92: HOP-92 NSCLC cells. 71,000 tested, 6.3% active
# M14: M14 melanoma | 80,000 tested, 6.2% active | AID 1794745
# SK-MEL-5: SK-MEL-5 melanoma; AID 1794755; 80,000 tested, 6.4% active
# HOP-62: HOP-62 NSCLC | 80,000 tested, 3.9% active | AID 1794735
# CCRF-CEM: CCRF-CEM leukemia. 77,000 tested, 7% active. AID 1794778
# Starred values were filed as active, the others as inactive; · = not tested or not shown. Rule for the calls: active = growth percent below 10; inactive = the rest.
SMILES,A549/ATCC,LOX IMVI,EKVX,HOP-92,M14,SK-MEL-5,HOP-62,CCRF-CEM
CC(=O)Nc1nc(OC(C)=O)c(Cc2ccc(C)cc2)s1,95,97,104,91,107,107,93,101
CC(=O)OC1C[N+](C)(C)CCCC1(c1ccccc1)c1ccccc1 (stereo not drawn),85,96,102,91,96,104,94,·
OCCN(Cc1ccccc1)Cc1ccccc1,103,94,103,·,99,103,109,86
Cc1ccc(NC(=O)c2sc3nc(-c4cccs4)ccc3c2N)cc1F,86,99,·,156,95,94,103,93
Cc1c(O)cc(-c2cnc(N/N=C\c3ccc(Cl)cc3)s2)c(O)c1C,85,62,64,81,96,80,99,·

# Two compounds picked at random from those above:
SMILES,A549/ATCC,LOX IMVI,EKVX,HOP-92,M14,SK-MEL-5,HOP-62,CCRF-CEM
Cc1ccc(NC(=O)c2sc3nc(-c4cccs4)ccc3c2N)cc1F,86,99,·,156,95,94,103,93
OCCN(Cc1ccccc1)Cc1ccccc1,103,94,103,·,99,103,109,86

# Part of the list above, showing only LOX IMVI, EKVX and M14.
SMILES	LOX IMVI	EKVX	M14
CC(=O)Nc1nc(OC(C)=O)c(Cc2ccc(C)cc2)s1	97	104	107
CC(=O)OC1C[N+](C)(C)CCCC1(c1ccccc1)c1ccccc1 (stereo not drawn)	96	102	96

# Bioassay records as filed in PubChem BioAssay.

# Not a hit list; any-hit rate near 12%.
